RGS4 inhibitor = blocks human RGS4-accelerated GTP hydrolysis; P49798; AID 504845; Transcreener GDP fluorescence polarization, RGS4-accelerated GTP hydrolysis; actives 0.039% (n = 390,000); Potency, µM (series often up to 114 µM), for the others: at the top dose activity change, negative = inhibition, usual class: inhibitors; also: % is scaled to controls: 0 for no effect and ±100 for the full control effect; nearly all actives have a fitted effect of over 75% in size; some results filed as inactive show a strong effect at the top dose
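MLSMR compounds (23 nl, pin-transferred) preincubated 10 min at room temperature with a 500nM (2x) first reagent, then RGS4 at 900nM (2x) plus Transcreener GDP mix added; fluorescence polarization (620/688 nm) read before and after 90 min at 30 °C.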
Pin1 inhibitor = human Pin1 inhibition; Pin1 FP peptide displacement, HiFluor488, 10 min; Potency, µM (titrated, usually from 115 µM), inactives show top-dose activity, negative = inhibition, usual class: inhibitors; actives 0.009% (n = 390,000); active = well fitted inhibition curve with a large enough effect in the polarisation, with a control signal flat, not every such curve was filed as active; inconclusive = small, poorly fitted or top-dose-only effect, or effect the other way, or a change in a side signal; inactive = no such curve, though single readings can be large or run the other way; the % refers to the polarisation; also: % is scaled to controls: 0 for no effect and ±100 for the full control effect
JMJD2A Tudor = blocks the human JMJD2A Tudor domain | AlphaScreen JMJD2A-Tudor / H3K4me3 peptide binding | Potency, µM (highest dose often 114 µM), inactives show at the top dose activity change, negative = inhibition, usual class: inhibitors | actives 4.4% (n = 390,000); also: % is scaled to controls: 0 for no effect and ±100 for the full control effect; nearly all actives have a fitted effect of over 50% in size
ERG-DNA inh = ERG Ets/DNA interaction inhibition. Potency, µM (titrated, usually from 76.9 µM), for inactives: at the top dose FP activity, negative = inhibition, usual class: inhibitors. P11308. fluorescence polarization, His-ERG Ets domain / labelled DNA. actives 0.028% (n = 370,000). AID 624246; active = well fitted inhibition curve with a large enough effect in the polarisation, with a control signal flat; inconclusive = small, poorly fitted or top-dose-only effect, or effect the other way, or a change in a side signal; inactive = no such curve, though single readings can be large or run the other way; the % refers to the polarisation;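 also: polarization taken with two DNA probes labelled with fluorescein and Texas red; % of control where 0% means no effect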
Target sequence (P11308 whole entry, looked up, the tested form may be a part): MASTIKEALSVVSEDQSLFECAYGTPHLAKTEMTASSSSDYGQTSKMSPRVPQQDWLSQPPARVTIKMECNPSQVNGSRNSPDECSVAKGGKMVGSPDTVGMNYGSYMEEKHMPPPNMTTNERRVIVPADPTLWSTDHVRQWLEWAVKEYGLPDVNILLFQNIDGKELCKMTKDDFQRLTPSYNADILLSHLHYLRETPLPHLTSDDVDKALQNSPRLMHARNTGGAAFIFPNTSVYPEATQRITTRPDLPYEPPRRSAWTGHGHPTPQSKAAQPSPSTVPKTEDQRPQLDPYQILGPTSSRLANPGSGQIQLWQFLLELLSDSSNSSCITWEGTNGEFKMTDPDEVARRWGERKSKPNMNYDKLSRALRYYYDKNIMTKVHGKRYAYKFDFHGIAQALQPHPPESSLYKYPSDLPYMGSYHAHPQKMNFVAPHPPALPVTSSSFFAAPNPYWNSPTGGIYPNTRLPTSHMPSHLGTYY
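His-tagged ERG Ets domain (1 uM in the protein solution; 300mM KCl, 50mM Tris-HCl, 1mM EDTA, 1mM DTT, pH 7.5) received compound, then a probe mix of 5 nM fluorescein-DNA and 100nM Texas-615-DNA. Fluorescence polarization was read for both dyes.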
12-LOX inh = blocks human arachidonate 12S-lipoxygenase. P18054. purified 12hLO, xylenol orange hydroperoxide absorbance. Potency, µM (highest dose often 108 µM), without a hit: at the highest dose activity change, negative = inhibition, most hits filed as inhibitors. actives 1.1% (n = 580,000); also: % is scaled to controls: 0 for no effect and ±100 for the full control effect
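Purified human 12hLO at 150 nM in 25 mM Hepes, 0.01% Triton X-100, pH 7.0, preincubated 15 min at room temperature with compound. Reaction started with 40 uM arachidonic acid, 30 min at room temperature. Hydroperoxide measured by Fe-xylenol orange, 573/405 nm absorbance ratio.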
TrxR1 inh = blocks rat thioredoxin reductase 1 | recombinant rTrxR1, NADPH fluorescence consumption, selenite substrate | AID 588453 | actives 1% (n = 390,000) | Potency, µM (highest dose often 114 µM), for the others: top-dose activity change, negative = inhibition, usual class: inhibitors; also: % is scaled to controls: 0 for no effect and ±100 for the full control effect; nearly all actives have a fitted effect of over 65% in size
Target sequence (O89049 whole entry, looked up): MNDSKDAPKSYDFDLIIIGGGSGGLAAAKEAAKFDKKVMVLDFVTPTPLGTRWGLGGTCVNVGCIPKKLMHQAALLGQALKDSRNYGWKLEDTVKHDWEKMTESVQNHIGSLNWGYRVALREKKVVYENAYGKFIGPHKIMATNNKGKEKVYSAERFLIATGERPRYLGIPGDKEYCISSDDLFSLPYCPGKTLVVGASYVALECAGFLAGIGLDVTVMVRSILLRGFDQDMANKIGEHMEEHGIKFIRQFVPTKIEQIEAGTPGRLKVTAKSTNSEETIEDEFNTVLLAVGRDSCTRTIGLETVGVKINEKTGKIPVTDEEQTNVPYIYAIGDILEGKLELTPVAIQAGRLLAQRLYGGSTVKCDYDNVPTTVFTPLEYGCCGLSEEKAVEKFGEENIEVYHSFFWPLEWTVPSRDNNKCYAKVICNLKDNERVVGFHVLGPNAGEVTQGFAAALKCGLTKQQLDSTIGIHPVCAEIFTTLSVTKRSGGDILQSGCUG
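Rat TrxR1 (90 nM in the dispensed reagent) was pre-reduced with 400 uM NADPH for 5 min at room temperature, then incubated with compound for 15 min. After 400 uM selenite was added, NADPH fluorescence (Ex 340/Em 450 nm) was followed for 8 min.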
Tb PGK inh = T. brucei PGK inhibition; actives 0.043% (n = 380,000); PGK/GAPDH coupled, Kinase-Glo luminescence, 60 min; Potency, µM (top dose mostly 57.5 µM), for inactives: at the highest dose activity change, negative = inhibition, most hits filed as inhibitors; P07378; also: % is scaled to controls: 0 for no effect and ±100 for the full control effect; nearly all actives have a fitted effect of over 60% in size
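Recombinant glycosomal PGK reaction used 1,3-bisphosphoglycerate generated in-well by GAPDH (100nM final) in 100mM TEA pH 7.6, 5mM MgCl2, 0.01% Tween-20. After 60 minutes at room temperature, ATP was read by Kinase-Glo Plus luminescence end-point.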
GLS inhibitor = inhibitors of human glutaminase (GLS). AID 624170. actives 0.21% (n = 410,000). Potency, µM (highest dose often 45.5 µM), inactives show at the highest dose activity change, negative = inhibition, actives largely listed as inhibitors. O94925. GLS enzymatic activity, qHTS titration; also: % is scaled to controls: 0 for no effect and ±100 for the full control effect
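hKGA; 45 mM KH2PO4 pH 8.2 + 0.02% Tween-20; cpd via pin tool; 1 mM Gln soln; GluOx/HRP/Amplex Red; RT 30 min; fluor. t0 & final.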
HP1b binding inh = inhibitors of HP1-beta chromodomain binding to methylated histone tails; AlphaScreen HP1-beta / biotin-H3K9me3 peptide binding; AID 540317; P83916; Potency, µM (series often up to 114 µM), without a hit: at the top dose activity change, negative = inhibition, usual class: inhibitors; actives 0.56% (n = 390,000); also: nearly all actives have a fitted effect of over 70% in size; inactives centre near 23
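HP1-beta protein (50 nM final) preincubated 30 min at room temperature with biotinylated H3(1-18)K9me3 peptide (50 nM) in PBS pH 7.4, 0.01% Tween-20, then compound added for 30 min. AlphaScreen streptavidin donor/nickel chelate acceptor beads (10 ug/mL final), 30 min dark, luminescence read.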
* = called active by the depositor; i = inactive; ? = inconclusive; / = not tested or not shown; & = joins results of further samples; [ ] = remark or other dose. Unless noted, calls follow the shape of the dose curve; as a rule, active = well fitted curve in the direction sought with a large enough effect; inconclusive = small, poorly fitted or top-dose-only effect, or another doubt; inactive = no such curve, though single readings can be large; an effect the other way counts as inactive or inconclusive. Potency is read from the fitted curve at half-maximal effect.

Every second line gives: RGS4 inhibitor | Pin1 inhibitor | JMJD2A Tudor | ERG-DNA inh | 12-LOX inh | TrxR1 inh | Tb PGK inh | GLS inhibitor | HP1b binding inh
CC1CCN(S(=O)(=O)c2ccc(S(=O)(=O)NCc3cccnc3)cc2)CC1
    12% | -4% | -14% | 11% | -6% | 15%[57.1 µM] | i | -6% | 12%
Cc1cc(C)cc(C(=O)Nc2ccc(NC(=O)c3cccs3)cc2)c1
    -3% | 0% | -16% | 6% | / | -11% | -6% | 2% | 30%
Cc1ccccc1N1C(=O)CC(N2CCN(C(=O)c3ccco3)CC2)C1=O (centres undefined)
    -10% | -9% | -14% | 0% | ? | 2% | 9% | 6% | 60%[activator]
Cc1ccccc1N=Nc1c(C)[nH]n(-c2ccccc2)c1=O
    -9% | -3% | ? | -6% | / | 9%[57.1 µM] | -6% | -3% | 35µM*
CC1=NN(C(N)=S)C(=O)C1N=Nc1c(Br)cc(Br)cc1Br (centres undefined)
    ? | 0% | 56µM* | -1% | ? | ? | -2% | 16% | -18%
O=[N+]([O-])c1ccn(-c2nc(-c3cccs3)cc(C(F)(F)F)n2)n1
    16% | -4% | 14% | 10% | -28% | 29% | -2% | -1% | 43%[activator]
CCOCCCN(C(=O)Cn1nnc(-c2ccc(OC)c(OC)c2)n1)C(CC)C(=O)NC1CCCC1 (centres undefined)
    5% | -2% | -7% | -3% | -4% | 16%[57.1 µM] | 2% | -10% | 16%
CCOc1ccc(NC(=O)c2c(NC(=O)c3ccco3)sc3c2CCC(C(C)(C)C)C3)cc1 (centres undefined)
    -14% | 3% | -12% | 2% | -21% | 39%[activator] | i | -15% | 22%
O=C1Nc2cc(Cl)c(Cl)cc2N(O)N1c1ccc(Cl)c(Cl)c1
    7% | 6% | -17% | / | -8%[57.4 µM] | 19% | -7%[11.5 µM] | 12% | 31%
CCOc1ccc(C(=O)NCc2nc3cccnc3n2Cc2ccc(F)cc2)cc1OCC
    -44% | 33%[activator] | -11% | 0% | -21% | 14%[57.1 µM] | -10% | -10% | 26%[57 µM]
O=C(COC(=O)Cc1ccc(Cl)cc1Cl)Nc1ccccc1OC(F)F
    16% | 8% | 38%[activator] | -9% | -19% | 1% | 3% | 0% | 108%[activator]
Cc1ccc(C(=O)NC2CCN(S(=O)(=O)c3ccc(C)cc3)CC2)cc1
    -1% | 2% | -5% | 3% | 0% | 27%[57.1 µM] | -5% | -3% | -9%
O=C(NCCCN1CCOCC1)c1cc(C(=O)C2CCCCC2)c[nH]1
    -26% | -7% | 5% | 7% | 16% | 32%[57.1 µM] | i | 1% | -9%
CCOc1cc(/C=N\NC(=O)c2ccc(NC(=O)C(C)(C)C)cc2)ccc1OC(=O)c1ccc(C)cc1
    5%[11.4 µM] | 0% | -20%[57.1 µM] | 6% | -5% | 16%[57.1 µM] | -10% | -3% | 18%
COc1cccc2cc(C(=O)N3CCc4ccccc4C3)c(=O)oc12
    -21% | -2% | -5% | -3% | 145%[activator] | -2% | -6% | 0% | 15%
COCC(=O)Nc1ccc(N2CCCC2)c(S(=O)(=O)Nc2ccccc2OC)c1
    -24% | -11% | -19% | 18% | ? | 39%[activator] | -1% | 0% | 36%
Cc1cc(=O)[nH]c(N/N=C/c2ccccn2)n1
    -18% | -3% | ? | -5% | 6% | -18% | -8% | 8% | 51%[activator]
CCCN1C(=O)CSC1=Nc1ccccc1
    -11% | 0% | -5% | 14% | 0% | 33% | / | -5% | 41%[activator]
Cc1ccc(N(CC(=O)NCC(O)c2ccccc2)S(=O)(=O)c2ccc(C)cc2)cc1 (centres undefined)
    0% | -5% | ? | 11% | ? | 11%[57.1 µM] | -1% | -7% | 19%
O=Cc1cnc(N2CCOCC2)nc1
    15% | 1% | -9% | -4% | -4% | -13%[57.1 µM] | -2% | 6% | 9%
CCc1nc(N2CCCC2C(=O)O)c2oc3ccccc3c2n1 (centres undefined)
    -14% | 2% | -10% | 2% | 3% | -1% | i | 7% | 41%[activator]
CCC(=O)OCc1c(C(F)(F)F)nn(C)c1Oc1cccc(C(F)(F)F)c1
    1% | ? | 30% | 0% | 3% | -10%[57.1 µM] | i | -7% | 101%
N#CCCn1cc(/C=N/O)c(-c2ccc(-c3ccccc3)cc2)n1
    23% | ? | -9% | 12% | -23% | -7% | -1% | 21% | 13%
O=C(NCC(=O)N(CC1CCCO1)C1(C(=O)NC2CCCC2)CCCCC1)c1ccccc1 (centres undefined)
    -6% | 5% | -9% | -5% | -6% | -12% | -1% | 2% | 41%[activator]
CCCCN(C)CCNC(=O)C1CCN(c2nc3ccc(CC)cc3s2)CC1
    1% | 3% | -27% | -1% | -17% | 15% | / | -4% | 2%
Cc1ccc(-c2noc(-c3ccc(N4CCCC4)c([N+](=O)[O-])c3)n2)cc1
    25% | -2% | -21% | 4% | -21% | -4% | 7% | -14% | 33%
COc1ccc(-n2c(=O)c3ccccc3n(CC(=O)OCc3ccccc3)c2=O)cc1OC
    -21% | 6% | 16% | -5% | 0% | 8% | 7% | -27% | 21%
Nc1c(-c2cccs2)cnn1-c1nc(-c2ccc(Cl)cc2Cl)cs1
    19% | ? | -35% | -7% | -2% | -19% | -3% | 3% | 12%
CCC(C)NC(=O)CSC1=Nc2ccccc2C2=NC(c3ccccc3)C(=O)N12 (centres undefined)
    -4% | 13% | -7% | 0% | ? | 10% | -1% | 13µM* | 13%
Cc1ccc(Cn2cccc(NC(=O)NC3CCCCC3)c2=O)cc1
    16% | ? | -36% | -7% | 0% | 12%[57.1 µM] | -1% | -10% | 21%
CCOCCCNC(=O)N1CCOCC1
    1% | 2% | -9% | -15% | 0% | 20% | -4% | 2% | 21%
CC(C)NC(=O)CN1CCN(Cc2nc(C(c3ccccc3)c3ccccc3)no2)CC1
    7% | -2% | -19% | 2% | 8% | 18%[57.1 µM] | 0% | -5% | 19%
CC(C)c1ccc(Nc2cc(C(=O)NC3CCCCC3)c3ccccc3n2)cc1
    21% | -11% | -13% | -1% | 1% | 8% | i | -10% | 24%
O=C(CC1Oc2ccccc2NC1=O)NCCCN1CCCC1=O (centres undefined)
    -24% | -1% | -9% | -2% | -19% | 6% | -7% | -7% | 48%[activator]
O=[N+]([O-])c1ccc2c(c1)c(-c1ccccc1)nc1nncn12
    14% | -3% | -17% | 7% | 0% | 6%[57.1 µM] | -3% | 0% | 5%
N#Cc1ccccc1OCC(=O)Nc1ccc2c(c1)OCCCO2
    -4% | -5% | -13% | -2% | -12% | 8% | 9% | 2% | 0%
CS(=O)(=O)Oc1ccc2c(c1)O/C(=C\C=C\c1ccccc1)C2=O
    -24% | 0% | -26% | 15% | ? | -4% | i | -3% | 3%
CCc1cccc(NS(=O)(=O)c2c(C)[nH]c(=O)[nH]c2=O)c1
    -7%&-18% | 4%&7% | -14%&-7% | 5%&1% | 0%&11% | 21%&-3% | -2%&9% | 1%&3% | 21%&47%
COc1ccc(Cl)cc1C(=O)Nc1cccnc1
    2% | 5% | -14% | -3% | 54%[activator] | 18% | -9% | -7% | 23%
NC(=O)c1ccc(-n2c(CCC(=O)O)ccc2-c2cccs2)cc1
    -38% | 0% | -26% | 3% | -15% | -26%[57.1 µM] | 0% | 30%[activator] | ?
CCOC(=O)c1ccc(CN(Cc2ccccc2)S(=O)(=O)c2ccc(C)cc2)cc1
    -33% | -9% | -22% | -2% | -19% | 13%[57.1 µM] | 0% | -8% | 94%[activator]
Nc1nc(N2CCN(c3ccc(Cl)cc3)CC2)n[nH]1
    -3% | -2% | -17%[11.4 µM] | -2% | ? | 22%[57.1 µM] | i | -25% | 17%
CN1CCC[C@@H]1CCNC(=O)c1cccc2c1C(=O)c1ccc(N3CCCC3)cc1S2(=O)=O
    -3% | ? | -17% | 1% | ? | 2%[57.1 µM] | 2% | 3% | 34%
O=C(Nc1cccc(-c2ccc(N3CCOCC3)nn2)c1)c1ccc([N+](=O)[O-])cc1
    -38% | 6% | -4% | -1% | 1% | 14% | -3% | -3% | 43%
C#CCOCCOCCOCCNc1nc(N2CCN(C(=O)[C@H]([C@@H](C)CC)n3cc([C@@H](N)CC(C)C)nn3)CC2)nc(N2CCN(C(=O)[C@H](CCCCN)n3cc([C@@H](N)C(C)CC)nn3)CC2)n1 (some centres undefined)
    13% | -1% | 79µM* | -5% | / | 3%[57.1 µM] | 3% | -9% | 7%
Cc1ccccc1CN1C(=O)c2ccccc2Sc2ccc(C(=O)NC3CCCC3)cc21
    25% | -1% | -25% | 3% | ? | 17%[57.1 µM] | -9% | 2% | 15%
CC(=O)c1cnc2c(-c3cccc(Br)c3)cnn2c1C
    8% | 4% | -3%[57.1 µM] | 2% | -12% | 19% | -8% | 0% | 60%[activator]
O=C(Nc1ccccc1Oc1ccccc1)c1ccccc1F
    -1% | 7% | 130%[activator] | -5% | 1% | -12% | 3% | -13% | 154%[activator]
COc1ccc(-c2nnc(SCC(=O)NNC(=O)Cc3ccccc3)n2C)cc1OC
    ? | -9% | ? | 1% | 17% | 16% | -7% | ? | ?
Cc1cccc(C(=O)N/N=C2/SCC(=O)N2Cc2ccccc2)c1
    7% | 12% | -4% | -7% | 2% | 20%[57.1 µM] | i | -4% | 28%
COC(=O)c1ccc(N/C(C)=C/C(=O)c2ccc(C)o2)cc1
    22% | 15% | 89µM* | 3% | ? | ? | 0% | 17% | -16%
Cc1[nH]c(=S)[nH]c(=O)c1Cc1ccc(OCC(C)C)cc1
    7% | -1% | -9% | -22% | 0% | -3% | -2% | -2% | 36%

Only part of the results is shown (hit frequency here may not be typical).
